Assay outcomes: PubChem, several laboratories
MgcRacGAP inhibition – MgcRacGAP GTPase-activating activity inhibitors, confirmation, biochemical, ADP Hunter fluorescence. AID 624330. MgcRacGAP-stimulated Rac1 GTP hydrolysis, ADP Hunter fluorescence; higher % means a stronger effect; GST-tagged Rac1 F28L mutant substrate. 0.6% of 340,000 active. one-dose inhibition, % at 30 µM; IC50 in µM for titrated hits;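 active = first-screen hits whose inhibition reached a set limit at any dose in the follow-up dose series; inconclusive = inhibition above the set first-screen limit but never retested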;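 note: fluorescence reports GDP produced by GAP-driven GTP hydrolysis; strong numbers were not always called active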
K1F lysis inhibition – inhibition of K1F phage lysis, E. coli UTI89, bacterial capsule biogenesis inhibitors, alamar blue (AID 488966). 0.02% of 340,000 active. one-dose inhibition, % at 100 µM; IC50 in µM for titrated hits. E. coli UTI89 K1F phage lysis, alamar blue, 2 h; higher % means a stronger effect;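 active = phage lysis inhibition, versus mean bacterial control, above a set limit; inconclusive = no clear call, values can overlap the other calls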;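 note: capsule biogenesis inhibitors block K1F phage lysis so surviving cells raise fluorescence; higher fluorescence means more inhibition of phage lysis; actives were called in the ten point dose series up to 300 µM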
NS5 inhibitors – flavivirus cap methylation enzyme inhibition – biochemical, confirmation dose response, primary screen (AID 588689); Dengue-2 NS5 methyltransferase capping enzyme assay, biochemical; higher % means a stronger effect; inhibition, % at 25 µM; hits with a dose series show IC50 in µM; 0.3% of 340,000 active; in the data active = a potency from the dose series; inconclusive = inhibition above about 29% without an active follow-up result
SV40 large T antigen – TAg ATPase/helicase activity blockers – biochemical (AID 1903) | one-dose inhibition, % at 20 µM; IC50 in µM for titrated hits | 0.39% of 310,000 active | SV40 large T antigen ATPase/helicase inhibition assay; higher % means a stronger effect; in the data active = a potency from the dose series; inconclusive = inhibition mostly from about 32% at the one dose, without a potency; inactive = the rest, 99 in 100 with inhibition below about 32%; note: strong numbers were not always called active
NTR1 ag – NTR1-driven beta-arrestin-GFP spot formation – imaging, U2OS cells, high content, primary screen (AID 493036); P30989; agonist mode; activation, % at 20 µM; 0.17% of 330,000 active;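 active = activation at or above 40% of the spot to cytoplasm intensity ratio, with at least 20 cells analyzed; inconclusive = wells under 20 cells, flagged as cytotoxic or low count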;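 note: 0% = DMSO without peptide and 100% = 100 nM NTR1 peptide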
Target sequence (P30989 whole entry, looked up): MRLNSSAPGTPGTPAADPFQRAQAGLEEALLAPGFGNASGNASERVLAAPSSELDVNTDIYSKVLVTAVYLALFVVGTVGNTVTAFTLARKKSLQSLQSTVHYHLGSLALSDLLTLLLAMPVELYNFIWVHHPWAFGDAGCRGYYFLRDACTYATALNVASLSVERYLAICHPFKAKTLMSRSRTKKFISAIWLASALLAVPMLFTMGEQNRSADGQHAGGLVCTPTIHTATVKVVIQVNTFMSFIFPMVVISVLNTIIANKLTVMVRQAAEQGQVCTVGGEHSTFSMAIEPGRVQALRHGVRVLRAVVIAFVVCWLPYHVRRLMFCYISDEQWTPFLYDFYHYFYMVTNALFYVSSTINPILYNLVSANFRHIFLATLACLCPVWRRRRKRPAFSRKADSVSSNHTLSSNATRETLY
SIAH1 antagonists – blockers of Siah-1 interaction with plectin peptide – biochemical, fluorescence polarization, rhodamine-plectin, uHTS, primary screen (AID 1817) | Siah-1 / rhodamine-plectin peptide fluorescence polarization; higher % means a stronger effect | 0.02% of 290,000 active | displacement, % at 20 µM, or IC50 in µM where a hit was titrated;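 active = displacement of at least 50% at 20 µM, with a fluorescence ratio check between 0.3 and a set limit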;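 note: plate controls were Siah plus tracer with DMSO for no effect and tracer alone without Siah for full effect; strong numbers were not always called active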
West Nile antiviral – inhibition of WNV-induced cytopathic effect – cell-based, CPE readout (AID 1621). West Nile virus-infected cells, CPE inhibition; higher % means a stronger effect. CPE inhibition, % at 10 µM; hits with a dose series show IC50 in µM. 0.02% of 290,000 active; in the data active = a potency from the dose series; inconclusive = CPE inhibition mostly from about 3.7% at the one dose, without a potency; inactive = the rest, 99 in 100 with CPE inhibition below about 2.2%; note: strong numbers were not always called active
RSV CPE inhibition – inhibition of RSV-induced cytopathic effect – HEp-2 cells, primary 10 µM value included (AID 2391); HEp-2 cells, RSV-induced CPE inhibition; higher % means a stronger effect; CPE inhibition, % at 10 µM; hits with a dose series show IC50 in µM; 0.13% of 310,000 active; in the data active = a potency from the dose series; inconclusive = CPE inhibition mostly from about 23% at the one dose, without a potency; inactive = the rest, 99 in 100 with CPE inhibition below about 21%; note: strong numbers were not always called active
AID2073 – inhibitors of Mint1-CaV2.2 protein interaction, biochemical, HTRF (AID 2073); HTRF protein-protein interaction, Mint1-CaV2.2; higher % means a stronger effect; one-dose inhibition, % at 20 µM; IC50 in µM for titrated hits; 0.19% of 290,000 active; in the data active = inhibition mostly above about 51%, no sharp cut-off; inconclusive = no clear call, values can overlap the other calls; inactive = mostly below about 53%; note: some results filed as inactive read as strong as hits
NTR1 ag cell count 20 µM – second read-out of NTR1 ag, no call of its own (marks repeat the call); cell count; measured here: cell count, cytotoxicity flag
NS5 inhibitors pilot replicate – second read-out of NS5 inhibitors, no call of its own (marks repeat the call); inhibition, %; measured here: pilot screen replicate inhibition
* marks the source's active call; other numbers are inactive results; ? = inconclusive; . = no result given; & = joins results of further samples; [ ] = another dose, or the depositor's remark.

SMILES	MgcRacGAP inhibition	K1F lysis inhibition	NS5 inhibitors	SV40 large T antigen	NTR1 ag	NTR1 ag cell count 20 µM	SIAH1 antagonists	West Nile antiviral	RSV CPE inhibition	AID2073	others
COc1ccc(C(=O)Nc2nnc(S(=O)(=O)Cc3ccccc3)s2)cc1	8%	0.5%	3%	13%	0.9	67	2%	-0.2%	-1.3%	13%
O=C(CCN1C(=O)c2ccccc2C1=O)OCN1C(=O)c2ccccc2C1=O	7%	-0.1%	-4%	19%	0.9	67	-7%	0.0%	0.9%	3%
C/C(=C\C(=O)c1ccc(Br)cc1)Nc1cccc(Cl)c1	4%	-0.8%	-9%	.	0.3	53	.	-0.3%	21%	.
N#C/C(=C\c1ccc(/C=C(/C#N)c2nn(CCO)c(N)c2C#N)cc1)c1nn(CCO)c(N)c1C#N	13%	5.5%	17%	0%	-0.6	43	-4%	1.5%	0.8%	46%
O=C(NCCC1=CCCCC1)c1cc(COc2ccc(F)cc2Cl)on1	3%	-0.2%	-15%	8%	1.3	50	2%	-0.2%	15%	2%
C[C@@H]1CN([C@@H](C)CO)C(=O)c2cccc(NC(=O)C3CCCCC3)c2O[C@@H]1CN(C)C(=O)NC1CCCCC1	16%	1.3%	-4%	.	-1.5	69	.	.	.	.
Oc1cccc(-c2nc3ccccc3s2)c1	8%	-0.3%	.	3%	2.1	60	4%	.	?	14%
CCOc1ccc(S(=O)(=O)N2CCC(C(=O)NCc3cccnc3)CC2)cc1	9%	0.0%	0%	8%	-0.4	51	10%	0.0%	1.6%	2%
CC#CCN1c2ccccc2[C@]23C[C@@H](C(=O)OC)N(C(=O)C4CCC4)C2=NC(C(=O)OC)=C(C(=O)OC)[C@H]13	0%	1.0%	1%	18%	-0.1	102	13%	2.1%	-2.2%	6%
COc1cccc(C2=N/C(=C\N(C)C)C(=O)O2)c1	12%	0.8%	-1%	4%	-0.8	60	5%	0.3%	0.7%	10%
O=C(O)CCSc1nc2ccccc2s1	6%	-0.7%	-3%	4%	0.5	56	-2%	1.6%	-0.5%	-7%
CC1SCC(NC(=O)c2cccc(Cl)c2)CS1 (stereo not drawn)	15%	0.0%	10%	14%	0.8	62	-4%	-0.4%	1.2%	-5%

Quoted at random: 3 compounds from above
SMILES	MgcRacGAP inhibition	K1F lysis inhibition	NS5 inhibitors	SV40 large T antigen	NTR1 ag	NTR1 ag cell count 20 µM	SIAH1 antagonists	West Nile antiviral	RSV CPE inhibition	AID2073	others
N#C/C(=C\c1ccc(/C=C(/C#N)c2nn(CCO)c(N)c2C#N)cc1)c1nn(CCO)c(N)c1C#N	13%	5.5%	17%	0%	-0.6	43	-4%	1.5%	0.8%	46%
CC#CCN1c2ccccc2[C@]23C[C@@H](C(=O)OC)N(C(=O)C4CCC4)C2=NC(C(=O)OC)=C(C(=O)OC)[C@H]13	0%	1.0%	1%	18%	-0.1	102	13%	2.1%	-2.2%	6%
O=C(O)CCSc1nc2ccccc2s1	6%	-0.7%	-3%	4%	0.5	56	-2%	1.6%	-0.5%	-7%

The listing picks up with the three entries that preceded the break.
SMILES	MgcRacGAP inhibition	K1F lysis inhibition	NS5 inhibitors	SV40 large T antigen	NTR1 ag	NTR1 ag cell count 20 µM	SIAH1 antagonists	West Nile antiviral	RSV CPE inhibition	AID2073	others
COc1cccc(C2=N/C(=C\N(C)C)C(=O)O2)c1	12%	0.8%	-1%	4%	-0.8	60	5%	0.3%	0.7%	10%
O=C(O)CCSc1nc2ccccc2s1	6%	-0.7%	-3%	4%	0.5	56	-2%	1.6%	-0.5%	-7%
CC1SCC(NC(=O)c2cccc(Cl)c2)CS1 (stereo not drawn)	15%	0.0%	10%	14%	0.8	62	-4%	-0.4%	1.2%	-5%
Cc1ccccc1NC(=O)C1CC(Cl)=CCC1C(=O)O (stereo not drawn)	5%	0.6%	-11%	1%	1.5	81	-4%	-0.3%	3.1%	-2%	NS5 inhibitors pilot replicate=-2.0
COc1ccc(NC(=O)CSc2ncccc2C(=O)OC(C)C)cc1OC	5%	3.8%	-2%	10%	-0.2	67	-2%	-1.0%	0.8%	8%
CN(C)CCNC(=O)c1ccc(Sc2ccc(Br)cc2)c([N+](=O)[O-])c1	10%	1.9%	-1%	26%	2.4	59	2%	-0.6%	15%	-9%
CCn1c(=O)c(NC(=O)c2ccccc2)c2n(c1=S)CCCCC2	7%	0.3%	-1%	-1%	1.1	55	0%	0.1%	0.9%	-4%
CCCCCCCCNC(CO)(CO)CO	.	.	.	4%	0.0	68	8%	0.1%	0.1%	-11%
CC(C)(C)NC(=O)C(c1ccncc1)N(C(=O)c1csnn1)C1CC1 (stereo not drawn)	-1%	3.0%	-6%	8%	0.2	87	3%	-0.2%	2.2%	-2%
CC1=NC(=O)C(N=Nc2ccccc2C(=O)O)N1c1ccccc1 (stereo not drawn)	.	.	.	16%	5.0	88	10%	2.0%	.	-1%
COc1cc2nc(N3CCN(C(=O)C4CCCO4)CC3)nc(N)c2cc1OC (stereo not drawn)	8%&13%	-0.3%&-1.3%	1%&1%	1%&18%&5%&-15%	1.1&-0.3	34&49	1%&-5%&0%	-0.1%&-0.3%	-1.9%&-2.3%	1%&0%&1%
CCC(=O)N(CCc1ccccc1C)Cc1cc2cc3c(cc2[nH]c1=O)OCO3	6%	-0.1%	0%	8%	0.9	30	1%	-0.4%	0.4%	5%
Cc1ccc(C(=O)N/C(=C/c2ccc(Cl)cc2)C(=O)Nc2cccc(C(=O)O)c2)cc1	6%	5.4%	1%	8%	-0.3	32	-1%	1.3%	0.2%	1%
COc1ccc(NC(=O)CN(C)C(=O)c2cc(S(=O)(=O)N(C)C)ccc2N2CCCC2)cc1	4%	-0.3%[50 µM]	-9%	14%	-0.3	44	.	.	-1.2%	.
Cc1ccc(S(=O)(=O)C2CCOC2=O)cc1 (stereo not drawn)	1%	0.1%	-7%	2%	2.8	93	-7%	0.4%	1.4%	0%
CC(/C=C/c1ccccc1)=N\Nc1ccccc1[N+](=O)[O-]	6%	-0.6%	1%	14%	3.5	41	0%	0.0%	0.1%	-3%
Cc1cc(C(=O)OCC(=O)N(C)c2c(N)n(Cc3ccccc3)c(=O)[nH]c2=O)c(C)n1-c1ccccc1	6%	0.7%[50 µM]	-10%	.	-1.5	77	.	.	2.3%	.
COCCn1c(SCC(=O)Nc2ccc(Cl)cn2)nnc1-c1ccncc1	-1%	-0.9%	1%	10%	-0.8	67	1%	0.0%	-0.2%	-3%
CCn1c(SCC(=O)N2CCN(c3ccc(F)cc3)CC2)nc2ccccc2c1=O	-4%	-0.5%	-9%	5%	9.1	34	6%	-0.6%	-1.2%	-5%
CCN1CCC(NC(=O)c2cc(OC)c(OC)cc2OC)CC1	10%	2.4%	1%	2%	-0.3	90	-1%	0.8%	1.9%	-3%
Cc1cccc(CCNC(=O)Cn2ncc3c([nH]c4ccccc43)c2=O)c1	12%	0.3%	-7%	5%	-0.5	58	0%	-0.1%	1.3%	36%
COC(=O)c1ccc(-c2nn(C)c(=O)c3ccccc23)cc1	3%	-0.1%	-4%	-2%	0.7	63	4%	0.6%	1.9%	-2%
Cc1cc(=O)oc2cc(OCC(=O)NCCc3ccccc3)ccc12	-6%	0.0%	-3%	13%	-0.1	34	-4%	-0.4%	0.2%	12%
O=C(CCCCCN1C(=O)c2ccccc2C1=O)NCCc1nc2ccccc2[nH]1	11%	-0.4%	.	5%	1.1	63	-2%	0.0%	0.4%	-6%
COc1cccc(NC(=O)COC(=O)c2ccco2)c1	10%	0.1%	-3%	7%	-0.8	55	4%	0.0%	-0.4%	10%
COc1ccc(N2CCN(C(=O)C3CCN(S(=O)(=O)c4c(C)noc4/C=C/N(C)C)CC3)CC2)cc1	-1%	0.1%	-7%	32%	-0.7	57	-7%	-0.7%	1.4%	-1%
COc1ccc(N/C=C(/C(C)=O)c2ccccc2)cc1	4%	-0.1%	-5%	3%	1.0	34	-5%	0.4%	0.7%	7%
CC(=O)N1CCN(c2ncnc3ccccc23)CC1	-6%	0.6%	-8%	6%	0.5	49	2%	-0.8%	2.9%	0%
O=C(/C=C/c1cccc([N+](=O)[O-])c1)NC(=S)Nc1ccc(CN2CCOCC2)cc1	10%	0.2%	3%	15%	3.2	62	0%	-1.4%	0.1%	7%
Cc1ccc(CNC(=O)C(OC(=O)c2ccco2)C(C)C)cc1 (stereo not drawn)	3%	-1.8%	-1%	2%	-0.5	89	-3%	-0.8%	1.7%	-2%
O=C(NCc1ccc2c(c1)OCO2)C1(S(=O)(=O)c2ccccc2)CC1	1%	1.1%	6%	22%	-0.2	63	6%	-0.5%	1.3%	5%
CCc1ccccc1NC(=O)C1c2ccccc2Oc2ccccc21	13%	0.2%	2%	16%	-1.2	89	5%	-0.7%	1.2%	2%
O=C(COc1ccc(Cl)cc1)NNC(=O)C(=O)NC1CCCCC1	7%	0.1%	6%	5%	-0.8	57	2%	0.6%	1.9%	19%
S=C(NCc1ccco1)N/N=C/c1ccc(Cl)cc1	17%	8.2%	-8%	11%	.	.	-3%	-0.9%	5.9%	-6%
Cc1cc(C)cc(N(C(=O)c2ccc3c(c2)OCO3)C2C=CS(=O)(=O)C2)c1 (stereo not drawn)	10%	2.6%	3%	7%	-0.8	45	-3%	-0.5%	1.3%	0%
CC(=O)N1CCN(c2ccc(NC(=O)c3ccc(F)cc3)cc2)CC1	13%	0.7%	-6%	3%	-0.7	58	-4%	0.0%	0.3%	2%
COC(=O)c1ccc(NC(=O)CO/N=C2\CCCc3nonc32)cc1	0%	0.5%	-10%	10%	2.8	48	-3%	-0.4%	6.9%	15%
COc1cc(/C=C/C(=O)OCC(=O)NC(=O)NC(C)C)ccc1O	48µM*	1.1%	-7%	.	-0.1	52	-3%	0.0%	0.2%	12%
C/C=C/Cn1c(SC)nc2c1c(=O)[nH]c(=O)n2C	7%	0.6%	-12%	-5%	-0.3	53	5%	1.3%	2.4%	9%
COc1ccc(C(=O)c2c[nH]c(C(=O)NCc3cccs3)c2)cc1	1%	0.1%	1%	16%	2.6	55	3%	.	1.8%	21%
CC1(C)OC(=O)C(=CNC(CCC(N)=O)C(=O)O)C(=O)O1 (stereo not drawn)	4%	0.0%	-4%	7%	-0.8	100	1%	0.3%	0.8%	4%
CCOC(=O)Cc1csc(NC(=O)CSc2nnc(-n3nc(C)cc3C)c3ccccc23)n1	1%	0.5%	-18%	3%	0.6	74	-2%	-0.6%	1.0%	26%
O=C1C2CCCN2C(c2ccco2)N1c1ccc(F)cc1 (stereo not drawn)	2%	0.2%	-5%	5%	1.5	42	5%	0.6%	-0.8%	8%
